Screens deposited in PubChem BioAssay by Fisher Drug Discovery Resource Center.
mcGAS inh – inhibitors of mouse cGAS. Q8C6L5. AID 1259399. recombinant cGAS, Kinase-Glo ATP depletion luminescence. inhibition, % at 12.5 µM. 160,000 tested, 0.15% active;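 note: 0% = negative control wells and 100% = reference inhibitor with no enzyme activity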
hcGAS inh – human cGAS inhibition. 290,000 tested, 0.081% active. Q8N884. recombinant h-cGAS, ATP depletion, Kinase-Glo luminescence. inhibition, % at 12.5 µM. AID 1259398;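 note: 0% = vehicle reaction and 100% = reaction without DNA for no activity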
Target sequence (Q8N884 whole entry, looked up): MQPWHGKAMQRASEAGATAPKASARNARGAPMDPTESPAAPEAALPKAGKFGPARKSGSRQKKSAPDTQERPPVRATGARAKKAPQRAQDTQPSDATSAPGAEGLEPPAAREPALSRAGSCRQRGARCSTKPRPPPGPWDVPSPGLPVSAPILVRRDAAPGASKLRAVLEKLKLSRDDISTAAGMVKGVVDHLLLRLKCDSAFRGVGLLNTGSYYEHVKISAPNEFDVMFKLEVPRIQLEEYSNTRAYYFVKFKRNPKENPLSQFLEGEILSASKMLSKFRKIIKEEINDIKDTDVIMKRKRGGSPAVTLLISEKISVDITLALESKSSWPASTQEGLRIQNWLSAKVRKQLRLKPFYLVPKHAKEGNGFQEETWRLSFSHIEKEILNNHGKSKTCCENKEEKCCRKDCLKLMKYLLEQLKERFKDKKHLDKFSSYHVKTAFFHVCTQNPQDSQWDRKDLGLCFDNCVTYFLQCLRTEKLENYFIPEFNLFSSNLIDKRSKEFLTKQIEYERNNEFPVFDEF
NPYLR7 ag – activates Aedes aegypti NPYLR7 receptor; HEK293T NPYLR7/Galpha15, GCaMP6s calcium fluorescence; activation, % at 10 µM; 270,000 tested, 0.15% active; in the data active = activation above about 40%;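 note: 0% = vehicle and 100% = reference agonist at the receptor; some compounds past the cut are filed as inactive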
* = called active by the depositor; x = no result given; & = joins results of further samples. Cut-off read from the data, not from the text of the source, unless noted: active = inhibition above about 40%; inactive = the rest.

#	Structure	mcGAS inh	hcGAS inh	NPYLR7 ag
1	COC(=O)C1=C(C)N(C)C(=O)NC1c1ccc(C)cc1 (centres undefined)	x	1	9
2	Cc1ccccc1NC(=O)CSc1nc(=O)n(Cc2cccnc2)c2c1CCC2	-9	-6	16
3	O=S1(=O)N=C(Nc2ccc(Br)cc2)c2ccccc21	-6	-2	-12
4	CC(C)N(Cc1nnc(-c2ccccc2Cl)o1)C(=O)c1ccccc1	-5	-2	2
5	CCc1nccn1CCC(=O)N1Cc2cnn(CCO)c2C1	-13	-7	1
6	COc1ccc(NC(=O)c2ccc(CSc3nnc(Cc4ccccc4)n3-c3ccc(C)cc3)cc2)cc1OC	0	-1	-2
7	Cc1ccc(CN(Cc2ccc3c(c2)OCO3)C(=O)CN(CCN2CCOCC2)C(=O)Nc2ccccc2C(F)(F)F)o1	-5	-5	2
8	CC(=O)N1C=Cc2ccccc2C1CC(=O)OCc1cc(=O)oc2c(C)c(O)ccc12 (centres undefined)	x	-3	6
9	O=[N+]([O-])CC1c2ccccc2C=CN1Cc1c(Cl)cccc1Cl (centres undefined)	x	-10	0
10	CCCc1cc(=O)n(CC(=O)Nc2ncccc2C)cn1	x	-7	19
11	O=C1CCC(C(=O)N2CCN(Cc3cccc(-c4noc(-c5cccc(C(F)(F)F)c5)n4)c3)CC2)=NN1	-3	-5	31
12	O=C(NCc1ccc(F)cc1)c1csc(CSc2nnc(-c3ccncc3)n2-c2cccc(Cl)c2)n1	-3	-9	-14
13	COc1ccc(Cl)cc1C(=O)Nc1cccc(-c2nc3cc(Cl)ccc3o2)c1C	1	9	-3
14	O=c1ccc(-c2ccco2)nn1CCNS(=O)(=O)c1ccc(F)c(C(F)(F)F)c1	-6	1	-2
15	CCn1c(C2CCN(C(=O)CCCn3cnnn3)CC2)n[nH]c1=O	-7	-14	x
16	COc1cc(OC)cc(N2C(=O)C3N=NN(c4ccc(C)cc4)C3C2=O)c1 (centres undefined)	-6	-2	x
17	CC(=O)Nc1ccc(-c2ccnc3n[nH]c(-c4ccc(Cl)cc4)c23)cc1	-3	-4	6
18	O=C(Nc1ccc(-n2cccn2)cc1)C1CCN(CC2CCOC2)CC1 (centres undefined)	x	-7	9
19	C=C(C)CN1N=C(C)Cn2c1nc1c2c(=O)n(Cc2ccc(F)cc2)c(=O)n1C	x	7	-8
20	CCOC(=O)C(C)NC(=O)N1CCCC1c1cc(CC)no1 (centres undefined)	-7	-1	-2
21	COc1cccc(C(=O)N2CCC(c3nc(C)cs3)CC2)c1OC	x	1	19
22	COc1ccc(OC)c2sc(N(CC3CCCO3)C(=O)c3cc(C)nn3C)nc12 (centres undefined)	x	-2	0
23	COc1cc(CNC(=O)CCCCCCC(C)C)ccc1O	-3	0	3
24	CC(OCC1CCCCO1)C(=O)N1CCCC1C1CCCN1C (centres undefined)	x	-8	6
25	Cc1sc2ncnc(N3CCc4nc[nH]c4C3)c2c1C	-10	-5	x
26	CCn1c(NNC(=O)C2CC3CCC2C3)nc2ccccc2c1=O (centres undefined)	-9	-8	1
27	CSc1nnc2c(n1)OC(c1ccc(OCC(=O)O)cc1)Nc1ccccc1-2 (centres undefined)	1	3	-6
28	COc1ccccc1C1=NOC(CN(Cc2ccccc2Cl)C(=O)C2CCC2)C1 (centres undefined)	-5	-11	23
29	CCN1CCCC(CN(C)Cc2ccc(-n3ccnc3)cc2)C1 (centres undefined)	x	-6	-1
30	CCNC(=O)CN(CC)C(=O)c1sc2nc(-c3ccco3)nc(C)c2c1C	-7	-4	4
31	CN(C)C1CCN(Cc2nnc(CC3CCNCC3)n2C)C1 (centres undefined)	x	-3	17
32	O=C(CCN(Cc1ccco1)c1nc(C2CC2)nc2cc(Cl)ccc12)N1CCN(c2ccccc2F)CC1	-6	-4	17
33	CN1CCCC2(CCN(c3nc(-c4ccncc4)nc4c3CNC4)C2)C1=O (centres undefined)	x	1	4
34	C#Cc1cccc(NC(=O)NC2CCCN(c3ccccc3OC)C2=O)c1 (centres undefined)	-14	-6	-2
35	CCOC(=O)c1nn(Cc2ccccc2)c2c1CN(Cc1cn[nH]c1-c1ccccc1)CC2	-7	-28	18
36	O=c1c2ccc(Br)cc2ncn1CCn1cccn1	-15	-10	0
37	COc1cc(CSc2nnc(NC(=O)COc3ccccc3)s2)cc(OC)c1	-5	-5	33
38	COc1ccc(C(=O)NC(=NC2CC2)OCC(C)C)cc1	1	1	7
39	CC(C)N(C)S(=O)(=O)Nc1cccc(-c2nccs2)c1	x	-5	3
40	Cc1cc(C)c(C(=O)NCC2CCN(C3CCCC3)CC2)c(C)c1	x	-4	-10
41	COCCN(CC(=O)N(Cc1ccc2c(c1)OCO2)Cc1ccco1)C(=O)Nc1ccc(C)c(Cl)c1	-5	-6	12
42	CN(Cc1ccccc1)C1(C(=O)NCCc2cnn(C)c2)Cc2ccccc2C1	x	-7	3
43	CCOC(=O)CCCC(=O)N1CCN(c2c(-c3ccccc3)cnc3ncnn23)CC1	1	-2	-7
44	COc1ccc(Br)c(Oc2ccc(C)nn2)c1	-1	-1	x
45	Cc1noc(C(F)(F)F)c1C(=O)NC1CCC(C)CC1 (centres undefined)	x	6	-10
46	CCn1nc(C)cc1C(=O)Nc1sccc1C(=O)NC	-4	3	3
47	COc1cc(OC)c(CNC(=O)c2c(C)noc2-c2cccc(F)c2)c(OC)c1	-6	-6	0
48	CC1(C)CNC(=O)c2nc(-c3cccc(OC(F)F)c3)[nH]c2C1	x	2	-4
49	CNC(=O)c1sc(COc2ccccc2-c2ccccc2)nc1C	x	2	-8
50	COc1ccc(C=C2N=C(C(C)(C)C)OC2=O)c(OC)c1	x	-5	-8
51	Cc1ccc(NC(=O)c2cc(-c3cccs3)nn2-c2cccc(C)c2)cc1	1	0	-1
52	O=C(Nc1ccc(SC(F)F)cc1)C1CCOCC1	x	-7	5
53	Cc1ccc(C(=O)OCc2nc(-c3cccs3)no2)s1	-3	-4	15
54	Cn1c(=O)[nH]c(=O)c2c1nc(N1CCCCC1)n2CCSc1nc2ccccc2[nH]1	x	-3	6
55	Cc1ccc(S(=O)(=O)NCCOC(=O)Nc2sc(=S)n(C)c2C)cc1	-6	-4	2
56	CCC1(c2ccccc2)NC(=O)N(CC(=O)Nc2ccc(S(=O)(=O)N(C)C(C)C)cc2)C1=O (centres undefined)	x	-3	4
57	CCS(=O)(=O)N1CCOC(CCCc2ccccc2)C1 (centres undefined)	x	-8	0
58	Cc1ccc2oc(Cc3cccc(N)c3)nc2c1	-5	-2	2
59	Cc1nc2ccnn2c(C)c1C(=O)O	x	-3	2
60	CCCCSc1nc2c([nH]c3ccccc32)c(=O)n1CCOC	-2	1	-2

(listing goes on)
#	Structure	mcGAS inh	hcGAS inh	NPYLR7 ag
61	O=C(CC12CC3CC(CC(C3)C1)C2)NNC(=O)c1ccc(Cn2cccn2)cc1	x	-5	-3
62	CCC(C)NC(=O)c1coc(CN(Cc2ccc(F)cc2F)C(C)c2ccccc2)n1 (centres undefined)	-6	-2	16
63	CC(C)c1ncc(S(=O)(=O)N2CCC3CCC(C2)N3C(C)C)[nH]1 (centres undefined)	x	-5	-3
64	CC(=O)NCCC(=O)Nc1nnc(Cc2ccccc2C)s1	0	7	-6
65	COC(=O)c1cc(Cl)c2c(c1)CC(CNC(=O)c1cc(C)oc1C)O2 (centres undefined)	-12	-11	1
66	O=C1C(=Cc2cccnc2)SC(=S)N1N=Cc1cccnc1	x	-1	9
67	CCn1c(O)c(C=Nc2ccc(C(=O)OC)cc2)c(=O)n(CC)c1=S	-4	-7	-8
68	O=C(NCc1ccccn1)c1ccc(CSc2nc(-c3ccccc3)cc(N3CCN(c4cccc(C(F)(F)F)c4)CC3)n2)cc1	-6	-7	13
69	CCN(C(=O)CSc1nc(N)nc(N)n1)C1=CCCC1	x	-6&-7	4&6
70	COC(=O)c1ccc(NC(=O)c2cc(-c3cccc(OC)c3)nc3ccccc23)cc1	-7	-10	5
71	CNS(=O)(=O)c1ccc(/C=C/C(=O)N(C)Cc2cnn(C)c2)cc1	x	-1	2
72	CC(C)c1cccc(OC(C)(C)C(=O)O)c1	-14	-8	0
73	CC(C)C(NC(=O)CS(C)(=O)=O)c1ccccn1 (centres undefined)	x	-7	16
74	COc1cc(C(=O)NCCOC(C)C)ccc1OC1CCN(C2CCCC2)CC1	x	-6	20
75	CCCOc1ccc(-c2cc(C(=O)N=Nc3c(O)[nH]c4ccccc34)[nH]n2)cc1	-2	-7	1
76	O=C(NCC(O)c1c(F)cccc1F)C1Cc2cccc(F)c2O1 (centres undefined)	-5	-6	10
77	COc1ccccc1-c1ccc2c(c1)C(C)(Cc1cc(Cl)ccc1C(F)(F)F)C(=O)N2 (centres undefined)	-4	-1	2
78	CCc1nc2n(n1)C(=O)C(C(c1ccc(F)cc1)N1CCN(Cc3ccccc3)CC1)S2 (centres undefined)	-7	-7	-6
79	COc1ccc(-c2nn(C)c(=O)c3ccccc23)cc1CNS(C)(=O)=O	x	2	-18
80	O=C(NCc1ccccc1)c1cccc(OC2CCN(C3Cc4ccccc4C3)CC2)c1	-12	-3&-9	17&17
81	Cc1cc(NC(=O)CN(C)C2CCC3(CC2)OCC(C)(C)CO3)nn1-c1ccccc1	3	2	-10
82	NC(=O)NC12CC3CC(CC(C3)C1)C2	x	-2	-3
83	CCOC(=O)N1CCN(C(=O)CC(c2ccccc2Cl)c2c[nH]c3ccccc23)CC1 (centres undefined)	-4	-4	x
84	COC(=O)c1sc(N=CN(C)C)c(C(=O)OC)c1C	-2	-7	2
85	O=C1CC2(CCN(C(=O)Cc3ccccc3C(=O)N3CCC4(CC3)CC(=O)c3cc(F)ccc3O4)CC2)Oc2ccc(F)cc21	0	-2	-8
86	OCCN1CCN(c2ncnc3c2c(-c2ccccc2)cn3-c2ccc(Br)cc2)CC1	-10	-6	14
87	COCC1(C(=O)N2CCN(c3nc(C)cnc3C)CC2)CCC1	-13	-7	16
88	Cc1ccc(-n2ncc3c(C)n[nH]c(=S)c32)cc1C	x	-13	-2
89	CCOC(=O)c1cnc(N)[nH]1	x	-5	-4
90	Cc1cc(C(=O)N2CCC2(C)C(=O)NS(=O)(=O)c2cccs2)nn1C (centres undefined)	x	-10	-3
91	O=C(O)CCN(Cc1ccccc1)c1nc(-c2cccc(Br)c2)nc2ccccc12	x	14	-5
92	Cc1cc(C)cc(OCC(O)CN2CCOCC2)c1 (centres undefined)	x	1	-18
93	CSc1nc(C)c(CCC(=O)NC(C)c2ccc(S(N)(=O)=O)cc2)c(C)n1 (centres undefined)	x	3	-14
94	COc1ccc(OC(F)(F)F)cc1CC1(C)C(=O)Nc2ccc(-c3ccsc3)cc21 (centres undefined)	-4	3	3
95	N#CC(C(=S)Nc1ccc(F)cc1F)c1nc2ccccc2s1 (centres undefined)	x	-2	20
96	Cc1ccccc1CN(C)C(=O)[C@@]12CNC[C@@H]1CN(S(C)(=O)=O)C2	-10	-7	6
97	CC(=O)NC(C)(C)c1noc(CCc2cccc(F)c2F)n1	x	-7&-4	17&6
98	O=C1c2ccccc2C(=O)c2cc(S(=O)(=O)NCc3ccco3)ccc21	-6	-7	-2
99	C=C(C)Cn1c(NCc2ccccc2Cl)nc2c1c(=O)[nH]c(=O)n2C	x	-6	-7
100	COCc1cnc2c(c1SCC(=O)Nc1ccc(C(F)(F)F)cc1)c(=O)n(C)c(=O)n2C	-10	-10	9
101	O=C1/C(=C/c2ccco2)SC(=S)N1CN1CCOCC1	13	6	12
102	COc1ccc(NC(=O)C(=O)N(C)CCN(C)c2ccccc2)cn1	-11	-6	9
103	COc1ccc2c(c1)C1CC(C)(O2)N(C)C(=O)C1S(=O)(=O)c1ccccc1 (centres undefined)	-7	-12	8
104	O=C(c1csc(S(=O)(=O)N2CCc3ccccc3C2)c1)N1CCOCC1	x	-4	-6
105	Cc1csc(SCc2cc(=O)c(OC(=O)c3ccc(F)c(F)c3)co2)n1	-6	-10	-5
106	c1csc(-c2nc(SC3CCCCC3)c3ccccc3n2)c1	x	-5	0
107	CCCC(=O)N1CCC1(C)C(=O)NS(=O)(=O)c1ccc(C)cc1 (centres undefined)	x	9	-5
